Assay outcomes (PubChem BioAssay)
GLD-1 RNA inh = GLD-1-TGE RNA interaction inhibition (C. elegans) | inhibition, % at 5.96 µM | AID 2280 | purified GLD-1 + fluorescein TGE RNA, fluorescence polarization | Q17339 | hit rate 0.44% among 320,000;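 active = percent inhibition above a per-plate cutoff, the plate mean of test compounds plus 3 SD, cut at about 30% in these data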;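 note: 0% = DMSO wells with GLD-1 and probe and 100% = wells lacking GLD-1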
EBNA-1 inh = blocks EBNA-1 binding to DNA; EBNA-1 DNA binding, fluorescence polarization; inhibition, % at 14.8 µM; hit rate 0.34% among 300,000; AID 1950; in the data active = inhibition above about 28%
ZTA DNA inh = counter-screen for EBNA-1 inhibitors: inhibitors of Epstein-Barr virus ZTA. inhibition, % at 11 µM. P03206. hit rate 0.15% among 320,000. AID 2234. ZTA-DNA binding, fluorescence polarization; in the data active = inhibition above about 33%
Target sequence (P03206 whole entry, looked up): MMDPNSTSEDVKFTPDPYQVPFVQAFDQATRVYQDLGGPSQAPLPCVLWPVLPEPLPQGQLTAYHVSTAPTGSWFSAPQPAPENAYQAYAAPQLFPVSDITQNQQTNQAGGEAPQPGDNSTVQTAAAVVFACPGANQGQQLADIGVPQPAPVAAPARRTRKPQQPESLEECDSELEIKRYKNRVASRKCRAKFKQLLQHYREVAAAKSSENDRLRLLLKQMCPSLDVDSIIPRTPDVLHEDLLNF
BCLXL inh = Bcl-xL (human) inhibition | Q07817 | GST-Bcl-xL / FITC-Bim BH3 peptide fluorescence polarization | inhibition, % at 10.9 µM | hit rate 0.7% among 320,000 | AID 2129;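 active = inhibition above the mean of all tested compounds plus 3 SD, cutoff set per campaign, cut at about 30% in these data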;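 note: 0% = DMSO wells and 100% = unlabeled Bim-BH3 peptide competitor; inhibitors lower millipolarization by displacing the labeled peptide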
MCL1-BIM inh = disrupts human MCL1 binding to BIM-BH3 peptide; Q07820; GST-MCL1 / FITC-Bim-BH3 fluorescence polarization; inhibition, % at 10.9 µM; hit rate 0.68% among 320,000; AID 2057;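 active = inhibition above the mean inhibition of all tested compounds plus 3 SD, set per campaign, cut at about 40% in these data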;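 note: 0% = DMSO wells and 100% = unlabeled Bim-BH3 peptide control; higher means more loss of mP so more displacement of Bim peptide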
Target sequence (Q07820 whole entry, looked up): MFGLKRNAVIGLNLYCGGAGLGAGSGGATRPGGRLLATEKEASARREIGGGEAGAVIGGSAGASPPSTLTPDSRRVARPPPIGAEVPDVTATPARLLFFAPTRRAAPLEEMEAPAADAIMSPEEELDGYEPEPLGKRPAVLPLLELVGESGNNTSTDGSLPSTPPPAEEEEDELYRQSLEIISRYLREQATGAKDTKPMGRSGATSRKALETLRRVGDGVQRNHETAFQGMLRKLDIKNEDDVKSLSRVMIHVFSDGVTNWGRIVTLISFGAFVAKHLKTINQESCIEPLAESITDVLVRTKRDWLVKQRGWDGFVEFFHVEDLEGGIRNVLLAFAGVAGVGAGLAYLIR
MEX-5 binding = C. elegans MEX-5 TCR-2 RNA binding activity; MEX-5/FITC-TCR2 RNA binding, fluorescence polarization; hits give low values; activity score (negative = inhibition of binding), % at 10 µM; hit rate 0.38% among 300,000; AID 1832;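 active = inhibition past about -25% in most replicates, and total fluorescence under double the plate's negative control median, limit read from the data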;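 note: 0% = DMSO and -100% = 5 µM competing unlabeled TCR2 RNA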
Target sequence (Q9XUB2 whole entry, looked up): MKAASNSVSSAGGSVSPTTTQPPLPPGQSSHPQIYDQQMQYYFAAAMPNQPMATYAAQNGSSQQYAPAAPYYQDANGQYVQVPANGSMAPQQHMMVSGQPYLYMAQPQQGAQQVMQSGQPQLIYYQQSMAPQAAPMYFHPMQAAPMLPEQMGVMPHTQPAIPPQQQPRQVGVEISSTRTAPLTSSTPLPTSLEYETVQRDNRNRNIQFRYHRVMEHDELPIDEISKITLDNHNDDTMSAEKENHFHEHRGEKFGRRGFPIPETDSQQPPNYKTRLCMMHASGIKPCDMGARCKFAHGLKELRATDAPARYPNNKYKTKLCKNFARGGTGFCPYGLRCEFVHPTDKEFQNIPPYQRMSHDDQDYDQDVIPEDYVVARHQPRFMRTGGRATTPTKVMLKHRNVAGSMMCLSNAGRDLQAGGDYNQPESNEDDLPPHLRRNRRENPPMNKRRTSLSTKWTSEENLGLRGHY
Fam108B counter = blocks mouse Fam108B hydrolase in RBBP9 counter-screen; recombinant Fam108B, FP-Rh probe fluorescence polarization; inhibition, % at 9.51 µM; hit rate 0.33% among 300,000; AID 1947;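 active = inhibition above the screen mean inhibition plus 3 SD, computed separately per campaign, cut at about 18% in these data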;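 note: inhibitors lower polarization as less probe binds the enzyme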
Efflux pump mplx = antifungal efflux pump inhibition, Nile Red retention; S. cerevisiae Candida pump triplex; inhibition, % at 10 µM; hit rate 0.44% among 330,000; AID 485275;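 active = plate passing quality check with inhibition over a set limit, or well fluorescence over plate mean plus 4 SD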;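 note: Nile Red retained in pooled yeast measured as flow cytometry median fluorescence; 0% = buffer negative control and 100% = Enniatin B positive control; higher means more Nile Red kept so more efflux inhibition; some compounds called inactive have numbers as strong as hits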
Yeast superoxide = caloric restriction mimetics inhibiting age-related superoxide in yeast; S. cerevisiae aged cells, superoxide DHE fluorescence; hits give low values; superoxide response (% of plate mean), % at 10 µM; hit rate 0.18% among 330,000; AID 2690;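 active = superoxide response under a set limit, about three screen SD below normal, cut at about 65% in these data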;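 note: yeast aged for seven days with compound at 30 °C before DHE staining; 100% = average MFI of all compound-treated wells on the plate with controls excluded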
Starred values were filed as active, the others as inactive.

Screening C=CCN(C(=O)c1csnn1)C(C(=O)NC1CCCC1)c1ccc(OC)cc1 (stereo not given) returned GLD-1 RNA inh 5, EBNA-1 inh -7, ZTA DNA inh -4, BCLXL inh 6, MCL1-BIM inh 8, MEX-5 binding 0.4, Fam108B counter 5, Efflux pump mplx 0.0 and Yeast superoxide 95.
COc1ccc(Sc2ccc(/C=C3\C(=O)NN(c4ccccc4)C3=O)o2)cc1 was read as GLD-1 RNA inh -11, EBNA-1 inh -8, ZTA DNA inh 7, BCLXL inh 8, MCL1-BIM inh 11, MEX-5 binding 0.6, Fam108B counter 9, Efflux pump mplx -0.2 and Yeast superoxide 103.
`CCCCNC(=O)CSc1nc2ccc(N3CCOCC3)cc2c(=O)n1CCc1ccccc1` gave GLD-1 RNA inh 7, EBNA-1 inh -11, ZTA DNA inh -13, BCLXL inh 7, MCL1-BIM inh 12, MEX-5 binding 0.8, Fam108B counter 10, Efflux pump mplx -0.3 and Yeast superoxide 101.
COc1ccc(NC(=S)N(CCN2CCOCC2)Cc2cc3cc4c(cc3[nH]c2=O)OCCO4)cc1 was read as GLD-1 RNA inh -3, EBNA-1 inh -3, ZTA DNA inh -7, BCLXL inh 5, MCL1-BIM inh 5, MEX-5 binding -2.0, Fam108B counter -2, Efflux pump mplx 0.1 and Yeast superoxide 82.
For COc1ccc(C(=O)N(CC(=O)Nc2sc(C)c(C)c2C(N)=O)C2CCCC2)cc1 the results were GLD-1 RNA inh 4, EBNA-1 inh -13, ZTA DNA inh -2, BCLXL inh 7, MCL1-BIM inh 0, MEX-5 binding -0.1, Fam108B counter 0, Efflux pump mplx 0.0 and Yeast superoxide 93.
Screening N#CCSc1ncccc1-c1nc2ccccc2[nH]1 returned GLD-1 RNA inh 8, EBNA-1 inh 3, ZTA DNA inh 7, BCLXL inh 0, MCL1-BIM inh 4, MEX-5 binding -1.6, Fam108B counter -4, Efflux pump mplx 0.0 and Yeast superoxide 102.
`COC(=O)CCC(=O)N(CCN(C(=O)CCC(=O)OC)c1ccccc1)c1ccccc1` gave GLD-1 RNA inh 9, EBNA-1 inh -16, ZTA DNA inh -2, BCLXL inh 1, MCL1-BIM inh 1, MEX-5 binding -2.1, Fam108B counter 4, Efflux pump mplx 0.1 and Yeast superoxide 100.
O=C(c1ccc(Cl)c(S(=O)(=O)N2CCCCCC2)c1)N1CCCCC1 was read as GLD-1 RNA inh -1, EBNA-1 inh -1, ZTA DNA inh -8, BCLXL inh 0, MCL1-BIM inh 6, MEX-5 binding 0.8, Fam108B counter 3 and Efflux pump mplx -0.2.
Screening CC12CCCCC1c1ccccc1C(=NCC(=O)O)N2 (stereo not given) returned GLD-1 RNA inh -3, EBNA-1 inh 5, ZTA DNA inh 6, BCLXL inh 1, MCL1-BIM inh -6, MEX-5 binding -0.2, Fam108B counter -4, Efflux pump mplx 0.0 and Yeast superoxide 94.
Cc1ccc(C(=O)OCn2nnc3ccccc3c2=O)cc1[N+](=O)[O-] was read as GLD-1 RNA inh -2, EBNA-1 inh -1, ZTA DNA inh 0, BCLXL inh 0, MCL1-BIM inh 0, MEX-5 binding 0.8, Fam108B counter 5, Efflux pump mplx 0.1 and Yeast superoxide 124.
`Cc1nc2ccc(NC(=O)COc3ccccc3[N+](=O)[O-])cc2s1` gave GLD-1 RNA inh -4, EBNA-1 inh 2, ZTA DNA inh 18, BCLXL inh 1, MCL1-BIM inh -6, MEX-5 binding -0.5, Fam108B counter 2, Efflux pump mplx -0.1 and Yeast superoxide 99.
For CCOc1cc(CNCc2ccncc2)cc(Cl)c1OC the results were GLD-1 RNA inh 8, EBNA-1 inh -2, ZTA DNA inh 1, BCLXL inh 4, MCL1-BIM inh 7, MEX-5 binding 0.2, Fam108B counter 2, Efflux pump mplx 0.1 and Yeast superoxide 109.
`NC(=O)CCCCC(=O)OCCCc1cccs1` gave GLD-1 RNA inh 3, EBNA-1 inh 10, ZTA DNA inh -5, BCLXL inh 5, MCL1-BIM inh 3, MEX-5 binding 2.3, Fam108B counter 2, Efflux pump mplx 0.1 and Yeast superoxide 98.
Screening Cc1[nH]c(=O)[nH]c(=O)c1NC(=O)c1sc2nc3c(C)cccc3cc2c1N returned GLD-1 RNA inh -13, EBNA-1 inh 5, ZTA DNA inh 11, BCLXL inh 8, MCL1-BIM inh 14, MEX-5 binding -10, Fam108B counter 1, Efflux pump mplx 0.5 and Yeast superoxide 105.
Screening Cn1cccc1Cc1nnc(SCC(=O)Nc2ccc3c(c2)OCCO3)n1CCc1ccccc1 returned GLD-1 RNA inh -2, EBNA-1 inh 4, ZTA DNA inh -20, BCLXL inh -1, MCL1-BIM inh -8, MEX-5 binding -3.6, Fam108B counter 0, Efflux pump mplx -0.4 and Yeast superoxide 115.

Reprinted from the part before: 3 compounds, then new ones.
`NC(=O)CCCCC(=O)OCCCc1cccs1` gave GLD-1 RNA inh 3, EBNA-1 inh 10, ZTA DNA inh -5, BCLXL inh 5, MCL1-BIM inh 3, MEX-5 binding 2.3, Fam108B counter 2, Efflux pump mplx 0.1 and Yeast superoxide 98.
Screening Cc1[nH]c(=O)[nH]c(=O)c1NC(=O)c1sc2nc3c(C)cccc3cc2c1N returned GLD-1 RNA inh -13, EBNA-1 inh 5, ZTA DNA inh 11, BCLXL inh 8, MCL1-BIM inh 14, MEX-5 binding -10, Fam108B counter 1, Efflux pump mplx 0.5 and Yeast superoxide 105.
Screening Cn1cccc1Cc1nnc(SCC(=O)Nc2ccc3c(c2)OCCO3)n1CCc1ccccc1 returned GLD-1 RNA inh -2, EBNA-1 inh 4, ZTA DNA inh -20, BCLXL inh -1, MCL1-BIM inh -8, MEX-5 binding -3.6, Fam108B counter 0, Efflux pump mplx -0.4 and Yeast superoxide 115.
Screening CC(C)CN(C(=O)CSc1ccc2c(c1)OCCO2)c1c(N)n(CC(C)C)c(=O)[nH]c1=O returned GLD-1 RNA inh 2, ZTA DNA inh 7, BCLXL inh -1, MCL1-BIM inh -3, Efflux pump mplx -0.1 and Yeast superoxide 119.
O=C1c2ccccc2C(=O)N1CSc1nnnn1-c1ccccc1 was read as GLD-1 RNA inh -4, EBNA-1 inh -15, ZTA DNA inh -4, BCLXL inh -8, MCL1-BIM inh -15, MEX-5 binding -2.1, Fam108B counter 0, Efflux pump mplx 0.1 and Yeast superoxide 110.
Screening Cc1ccc(OC(=S)Nc2ccc(O)cc2)cc1 returned GLD-1 RNA inh 5, EBNA-1 inh -3, ZTA DNA inh -11, BCLXL inh 0, MCL1-BIM inh 14, Fam108B counter 2, Efflux pump mplx -0.2 and Yeast superoxide 104.
For Cc1ccc(-n2nnnc2-c2cnn(-c3ccc(F)cc3)c2C(F)(F)F)cc1 the results were GLD-1 RNA inh 5, EBNA-1 inh -9, ZTA DNA inh 4, BCLXL inh 2, MCL1-BIM inh 4, MEX-5 binding -3.3, Fam108B counter -6, Efflux pump mplx 0.3 and Yeast superoxide 100.
For COc1ccc(NC(=O)C2CCCN(S(=O)(=O)c3cccc4cccnc34)C2)cc1 (stereo not given) the results were GLD-1 RNA inh 1, EBNA-1 inh 8, ZTA DNA inh -2, BCLXL inh 7, MCL1-BIM inh 7, MEX-5 binding 0.0, Fam108B counter -2, Efflux pump mplx 0.3 and Yeast superoxide 101.
Screening CC(=O)NCCn1c(SCc2ccccc2F)nc2ccccc2c1=O returned GLD-1 RNA inh 7, EBNA-1 inh -2, ZTA DNA inh -18, BCLXL inh -1, MCL1-BIM inh -2, MEX-5 binding 1.3, Fam108B counter 0, Efflux pump mplx 0.2 and Yeast superoxide 81.
Screening O=C(Nc1nnc(CCN2CCCCC2)s1)c1ccc(Br)cc1 returned GLD-1 RNA inh -10, EBNA-1 inh 4, ZTA DNA inh -1, BCLXL inh 4, MCL1-BIM inh 10, MEX-5 binding -0.2, Fam108B counter 1, Efflux pump mplx 0.0 and Yeast superoxide 93.
Screening Cc1ccc2oc(=O)c3cnn(CC(=O)N(CCN(C)C)Cc4ccco4)c3c2c1 returned GLD-1 RNA inh 4, EBNA-1 inh 5, ZTA DNA inh 2, BCLXL inh 3, MCL1-BIM inh 1, MEX-5 binding -2.2, Fam108B counter 2, Efflux pump mplx -0.1 and Yeast superoxide 86.
CC(C)c1ccccc1NC(=O)COC(=O)c1cc(=O)[nH]c(=O)[nH]1 was read as GLD-1 RNA inh 5, EBNA-1 inh -1, ZTA DNA inh 4, BCLXL inh -4, MCL1-BIM inh -6, MEX-5 binding 0.0, Fam108B counter -5, Efflux pump mplx -0.1 and Yeast superoxide 114.
Screening COc1ccccc1NS(=O)(=O)c1cccc(C(=O)NCC2(N(C)C)CCCCC2)c1 returned GLD-1 RNA inh -2, EBNA-1 inh -8, ZTA DNA inh 7, BCLXL inh -4, MCL1-BIM inh -8, MEX-5 binding 0.2, Fam108B counter 2, Efflux pump mplx 0.2 and Yeast superoxide 120.
Screening Fc1cccc(C2NN=C(c3ccccc3)S2)c1 (stereo not given) returned GLD-1 RNA inh 2, EBNA-1 inh 10, ZTA DNA inh 7, BCLXL inh 7, MCL1-BIM inh 3, MEX-5 binding 1.4, Fam108B counter -1, Efflux pump mplx 0.0 and Yeast superoxide 83.
Screening Cc1ccc(C(=O)N2CCN(c3ccc([N+](=O)[O-])cc3)CC2)o1 returned GLD-1 RNA inh 0, EBNA-1 inh -8, ZTA DNA inh -2, BCLXL inh 1, MCL1-BIM inh 0, MEX-5 binding 1.9, Fam108B counter 0, Efflux pump mplx -0.6 and Yeast superoxide 101.
For CCn1c(CNc2ccc(Cl)cc2)nnc1SCc1ccc(C)cc1 the results were GLD-1 RNA inh 11, EBNA-1 inh -3, ZTA DNA inh -10, BCLXL inh 2, MCL1-BIM inh -6, MEX-5 binding 2.4, Fam108B counter 2, Efflux pump mplx 0.0 and Yeast superoxide 101.
`CCOc1ccc(C(=O)N2CCN(c3ccccc3)CC2)cc1` gave GLD-1 RNA inh 0, EBNA-1 inh 1, ZTA DNA inh 4, BCLXL inh 2, MCL1-BIM inh -1, MEX-5 binding -0.3, Fam108B counter -2, Efflux pump mplx 0.2 and Yeast superoxide 97.
For CCOC(=O)c1cccc(NC(=O)CCc2nnc3ccc(N4CCCCC4)nn23)c1 the results were GLD-1 RNA inh 2, EBNA-1 inh -13, ZTA DNA inh -11, BCLXL inh 3, MCL1-BIM inh -5, MEX-5 binding 1.2, Fam108B counter -7, Efflux pump mplx 0.0 and Yeast superoxide 110.
For O=C(CC1C(=O)NCCN1Cc1ccc(F)c(F)c1)NCCCn1ccnc1 (stereo not given) the results were GLD-1 RNA inh 7, EBNA-1 inh -5, ZTA DNA inh -27, BCLXL inh 18, MCL1-BIM inh 19, MEX-5 binding 2.0, Fam108B counter 1, Efflux pump mplx -0.5 and Yeast superoxide 93.
O=C(CSc1nnc(COc2ccc(Cl)cc2)o1)N1CCCC1 was read as GLD-1 RNA inh 2, EBNA-1 inh -3, ZTA DNA inh -11, BCLXL inh 2, MCL1-BIM inh 0, MEX-5 binding 3.5, Fam108B counter 0, Efflux pump mplx 0.1 and Yeast superoxide 119.
Screening O=C1CC(N2CCC(c3nc4ccccc4[nH]3)CC2)C(=O)N1c1cccc(F)c1 (stereo not given) returned GLD-1 RNA inh -1, EBNA-1 inh -6, ZTA DNA inh -10, BCLXL inh 4, MCL1-BIM inh 0, MEX-5 binding 0.7, Fam108B counter 1, Efflux pump mplx 0.3 and Yeast superoxide 105.
For COC(=O)c1cn(NC(=O)/C=C/c2cc(OC)ccc2OC)c(=O)c2ccccc12 the results were GLD-1 RNA inh -4, EBNA-1 inh 42*, ZTA DNA inh 7, BCLXL inh -3, MCL1-BIM inh -7, MEX-5 binding 1.3, Fam108B counter -9, Efflux pump mplx -0.6 and Yeast superoxide 103.
